Assay outcomes (PubChem BioAssay)
STAT1 blocker: reduces IFN-gamma driven STAT1 reporter signal; 200,000 tested, 0.35% active; AID 920; NIH 3T3 STAT1-luciferase reporter, luminescence; inhibition, % at 5.5 µM;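 active = inhibition above a set limit, the mean inhibition across all tested compounds plus 3 SD, cut at about 34% in these data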;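 note: 0% = IFN-gamma with DMSO and 100% = IFN-gamma with 300 µM nifuroxazide; values of inactives mirror those of a sister screen read the other way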
STAT3 blocker: inhibitors of IL-6 induced STAT3 signaling; U3A cells, IL-6 STAT3-luciferase reporter, luminescence; host cell line lacks STAT1; inhibition, % at 5.5 µM; 190,000 tested, 0.89% active; AID 862;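 active = inhibition above the mean inhibition across all screened compounds plus 3 SD, cut at about 44% in these data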;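 note: 0% = DMSO only wells and 100% = 100 µM nifuroxazide control wells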
APP 5UTR inh: APP translation inhibition; 190,000 tested, 0.82% active; SH-SY5Y APP 5'UTR-luciferase reporter, luminescence; inhibition, % at 2 µM; AID 1285;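 active = inhibition above a set limit, derived from the sample mean plus 3 SD, cut at about 45% in these data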; note: values of inactives mirror those of a sister screen read the other way
STAT3 act: STAT3 signaling activation | activation (% of control), % at 5.6 µM | 190,000 tested, 0.91% active | U3A cells, IL-6 STAT3-luciferase reporter, luminescence; 100% = signal with IL-6 EC80 alone;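 active = activation above the screen-wide mean of compound activation plus 3 SD, cut at about 130% in these data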;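 note: 0% = background luminescence of wells with medium and substrate only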
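Test system: human U3A cells carrying STAT3-luciferase construct; control set: IL-6-only wells as 100% reference; timing: compound pre-incubation 1 h before IL-6, then 6 h stimulation at 37 °C; also added: IL-6 stimulus at 33 ng/mL final; evaluation: % activation versus median of IL-6-stimulated wells; detection: reporter luminescence signal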
APP 5'UTR act: APP 5'UTR luciferase reporter activation; activation, % at 2 µM; 190,000 tested, 1% active; SH-SY5Y APP 5'UTR luciferase reporter, luminescence; zero percent = DMSO vehicle wells;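 active = activation above a set limit, based on mean plus 3 SD of controls, cut at about 140% in these data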; note: values of inactives mirror those of a sister screen read the other way
RAM network inh: yeast RAM network inhibition | S. cerevisiae dse1pr::URA3 reporter, 5-FOA growth OD615, 2 d; analog-sensitive cbk1-as2 kinase mutant strain | inhibition, % at 50 µM | 190,000 tested, 1.8% active | AID 868;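 active = inhibition above a set limit, 3 SD over mean compound inhibition, cut at about 8.4% in these data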;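 note: 0% = DMSO-only wells with no growth and 100% = 10 µM 1-NA-PP1 full growth; inhibition rescues growth on 5-FOA so higher OD means more RAM inhibition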
Hsp70 activator: switches on Hsp70 transcription | HeLa Hsp70 promoter luciferase reporter, luminescence; scaled: vehicle 0, proteasome-inhibitor control 100% | activation, % at 10 µM | 200,000 tested, 0.04% active | AID 1203;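 active = activation above the mean across all tested compounds plus 3 SD, cutoff set per campaign, cut at about 5.5% in these data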;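 note: 100% = MG132 at 30 µM as the positive control and 0% = DMSO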
NF-kB neuron act: raises NF-kB expression in human neuronal cells | NF-kB reporter expression; hits give high values | fold change at 12.5 µM | 190,000 tested, 1.6% active; in the data active = fold change above about 3.3
STAT1 act: activators of IFN-gamma induced STAT1 signaling; activation (% of control), % at 5.5 µM; NIH 3T3 STAT1-luciferase reporter, luminescence; 100% = IFN-gamma alone, no compound; 200,000 tested, 2.6% active;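 active = activation above the screen-wide mean activation plus 3 SD, cut at about 130% in these data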;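 note: raw ratio to IFN-gamma control signal so 100% means no change and 0% no light; values of inactives mirror those of a sister screen read the other way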
FLuc inhib CS: inhibits firefly luciferase, flagging false hits in luciferase inhibition screens; inhibition, % at 10 µM; 200,000 tested, 1.5% active; P08659; AID 1006; ATPLite firefly luciferase biochemical luminescence, 10 min;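 active = inhibition above about 50% when tested at 10 µM, limit read from the data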
Target sequence (P08659 whole entry, looked up): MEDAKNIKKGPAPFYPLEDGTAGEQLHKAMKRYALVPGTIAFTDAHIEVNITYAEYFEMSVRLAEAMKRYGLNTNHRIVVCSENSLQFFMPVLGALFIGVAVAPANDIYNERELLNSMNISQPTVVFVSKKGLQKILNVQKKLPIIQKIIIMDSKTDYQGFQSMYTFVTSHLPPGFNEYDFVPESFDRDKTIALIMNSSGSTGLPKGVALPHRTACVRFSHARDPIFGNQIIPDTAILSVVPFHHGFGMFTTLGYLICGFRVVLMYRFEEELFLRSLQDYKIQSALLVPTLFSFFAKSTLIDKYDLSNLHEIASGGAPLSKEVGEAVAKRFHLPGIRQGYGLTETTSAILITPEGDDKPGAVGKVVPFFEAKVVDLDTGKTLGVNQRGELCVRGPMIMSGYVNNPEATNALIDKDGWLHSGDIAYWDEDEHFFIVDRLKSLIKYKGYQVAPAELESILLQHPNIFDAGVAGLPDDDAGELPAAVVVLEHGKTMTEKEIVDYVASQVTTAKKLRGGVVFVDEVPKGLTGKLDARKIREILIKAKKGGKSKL
Active calls of the source: *; x = no result given.

SMILES	APP 5'UTR act	STAT3 blocker	Hsp70 activator	STAT3 act	RAM network inh	APP 5UTR inh	STAT1 blocker	NF-kB neuron act	STAT1 act	FLuc inhib CS
CCN(CC)c1ccc(C(=O)N/N=C(\C)c2ccc(OC)c(OC)c2)cc1	-1	-15	0.1	112	1.8	1	1	0.9	99	0
N#CCCN1CCN(S(=O)(=O)c2ccc(S(=O)(=O)N3CCCC3)cc2)CC1	-3	-4	0.1	103	2.0	3	7	1.1	91	-6
CCN(CC)c1ccc(/C=N/NC(=O)C(O)(c2ccccc2)c2ccccc2)o1	6	-11	-0.4	110	-0.2	-6	-3	1.4	103	-2
O=C(c1ccc(N2CCN(C3CC(=O)N(c4ccc(F)cc4)C3=O)CC2)cc1)c1cccnc1 (configuration not stated)	8	10	-0.4	93	-0.1	-8	8	1.2	97	-7
COc1ccc(O)c(C(=O)c2cc(C#N)c(=O)n(CC3CCCO3)c2)c1 (configuration not stated)	3	10	0.0	95	0.7	-3	0	1.1	100	-3
CCC(=O)N(Cc1cc2c(C)ccc(C)c2[nH]c1=O)C1CCCCC1	24	4	-0.7	99	0.8	-24	6	1	95	-7
COC(=O)c1nn(-c2ccc(OC)cc2)c(=O)cc1NN	16	10	-0.1	94	-0.6	-16	15	1	86	-4
Cc1cc(COc2ccccc2O)on1	-12	8	0.1	99	1.9	12	-4	1.1	104	-6
CCOC(=O)c1cnc2ccccc2c1NCCO	5	5	-0.2	102	2.8	-5	-1	1.2	102	-2
COC(=O)c1c(NC(=O)c2ccco2)sc(C)c1C	10	9	-0.1	93	2.1	-10	4	1.1	96	-4
N#Cc1ccc(CSc2nnc3[nH]c(=O)cc(N)n23)cc1	15	7	-0.1	98	1.2	-15	8	0.96	92	3
CN(C)S(=O)(=O)c1cccc(NC(=S)N2CCc3ccccc32)c1	4	12	-0.2	90	2.1	-4	15	1.2	86	-3
Cc1cc(C)nc(SCC(=O)O)n1	0	-3	0.0	108	1.5	19	8	1	92	-4
CCC(C)(C)NC(=O)c1ccc(S(=O)(=O)N(C)c2ccccc2OC)cc1	0	7	0.1	97	-0.6	0	5	1	95	-8
CC1C(=O)CC(c2ccc([N+](=O)[O-])cc2)NC1c1ccc([N+](=O)[O-])cc1 (configuration not stated)	14	0	-0.2	103	1.3	-14	11	1	88	-5

Overlap with the part before: 2 compounds; new compounds follow.
SMILES	APP 5'UTR act	STAT3 blocker	Hsp70 activator	STAT3 act	RAM network inh	APP 5UTR inh	STAT1 blocker	NF-kB neuron act	STAT1 act	FLuc inhib CS
CCC(C)(C)NC(=O)c1ccc(S(=O)(=O)N(C)c2ccccc2OC)cc1	0	7	0.1	97	-0.6	0	5	1	95	-8
CC1C(=O)CC(c2ccc([N+](=O)[O-])cc2)NC1c1ccc([N+](=O)[O-])cc1 (configuration not stated)	14	0	-0.2	103	1.3	-14	11	1	88	-5
O=c1[nH]n(-c2ccccn2)c(=O)c2ccccc12	40	5	-0.1	101	1.8	-40	-2	1.4	102	-1
Cc1cc(C)n(CCNCc2c(C(=O)N3C[C@@H](C)O[C@@H](C)C3)nc3ccc(Cl)cn23)n1	13	-3	0.0	105	0.6	-13	4	0.98	94	-3
Cn1c(SCC(=O)Nc2ccccc2)nc(O)cc1=O	0	13	-0.4	96	1.2	0	-3	1.1	102	0
Cc1ccc(/C=C/C(=O)O)cc1S(=O)(=O)NCc1ccco1	13	0	0.2	103	-0.6	-13	-10	1	107	0
COC(=O)c1ccc(NC(=O)CCN2CCN(CCC(=O)Nc3ccc(C(=O)OC)cc3)CC2)cc1	4	49*	-0.2	61	3.0	-4	0	0.97	104	-6
CCN(CC)S(=O)(=O)c1cc(C(=O)Nc2ccccc2C(=O)O)ccc1OC	8	12	-0.6	96	8.2	-8	12	1.4	89	59*
O=C(CSc1ccccc1)Nc1ccc(N2CCN(c3ccccc3)CC2)c(F)c1	8	-1	0.1	106	4.0	-8	2	1.3	98	-8
O=C(CCc1ccc(S(=O)(=O)NC2CCCCC2)cc1)Nc1ccccc1	61	7	-0.3	101	5.4	-61	0	1.1	100	-2
CC(=O)N=c1sc2nc3ccccc3nc2n1N(C(C)=O)C(C)=O	-15	2	-0.1	102	5.1	15	9	1.3	93	4
CN(Cc1cccs1)C(=O)CSc1nnnn1C	4	2	0.1	100	1.3	-4	7	1.2	94	-6
Fc1cccc(Cl)c1CSc1ncn[nH]1	15	4	-0.1	99	0.5	-15	-10	0.94	109	-3
CC(C)(C)NNC(=S)Nc1ccc(S(=O)(=O)N2CCOCC2)cc1	3	-7	-0.3	106	0.2	-3	7	1.1	94	-6
O=C(N/N=C/C=C/c1ccco1)C(O)c1ccccc1 (configuration not stated)	-5	2	-0.1	107	x	5	7	x	94	x
CC1=CS(=O)(=O)CC1Sc1ncn[nH]1 (configuration not stated)	-10	-2	-0.3	104	1.5	10	-4	1	104	-5
O=C(NCC(c1cccs1)N1CCOCC1)c1cc([N+](=O)[O-])ccc1Cl (configuration not stated)	-4	-32	0.1	129	0.0	4	3	1.4	98	-4
CCn1c(-c2ccccc2Cl)nn(CC(=O)Nc2ccc(OC)cc2)c1=S	-10	14	-0.2	92	0.3	10	8	0.89	93	-7
CCN(CC)CCOC(=O)c1ccc(NC(=O)c2cn(-c3ccccc3)nc2-c2cccs2)cc1	27	10	0.1	93	1.7	-27	-61	1.4	155*	17
CCNC(=S)NNC(=O)c1cc(C)nc2ccccc12	-20	8	-0.3	95	2.4	20	9	1	92	-5
Cc1nn(Cc2ccccc2)c(C)c1NC(=O)CCCn1nc([N+](=O)[O-])c(Cl)c1C	3	-4	-0.1	102	0.5	-3	-7	1	107	-9
O=C(O)c1cc2cc(Cl)ccc2oc1=O	4	-8	-0.1	111	-1.6	-4	1	1.2	100	-5
CC(C)N1CCC(NC(=O)NC2CCCCC2)CC1	7	8	0.2	97	-0.2	-7	-3	1.2	102	-2
CCn1c(-c2ccccc2SC)n[nH]c1=S	14	2	0.1	100	0.0	-14	1	1.3	98	4
COc1cc2c(C(=O)NCc3ccccn3)cn(C)c(=O)c2cc1OC	-5	-2	-0.1	108	-0.5	5	-10	0.94	109	-7
O=C(CN1C(=O)CSC1=O)NC1CCCCC1	11	2	-0.1	101	0.9	-11	3	1.1	100	-6
COC(=O)c1ccc(NC(=S)N(Cc2cccnc2)Cc2ccco2)cc1	15	14	0.0	95	0.5	-15	-1	1.1	99	-1
N#Cc1cn(-c2ccccc2)nc1-c1ccco1	2	-14	0.4	116	1.5	-2	-4	1.5	104	9
CCN1CCN(Cc2nc(N)nc(Nc3ccc(C)c(C)c3)n2)CC1	6	-1	-0.2	103	-1.4	-6	-3	1.2	102	-2
COC(=O)c1ccc2nc(NC(=O)CSCC(=O)OCC(=O)c3ccccc3)sc2c1	70	-10	-0.4	106	3.8	-70	-10	0.88	111	8
Cc1nn(C)c2ncc(C(=O)c3cc(F)ccc3O)cc12	-52	2	-0.4	104	0.2	52*	-7	0.86	106	-3
Cc1ccc(C(=O)NCCc2csc(C)n2)cc1	26	6	0.1	102	1.8	-26	-11	1.9	110	58*
COc1ccccc1N1CCN(C(c2cc3ccc(C)cc3[nH]c2=O)c2nnnn2C2CCCC2)CC1 (configuration not stated)	13	1	-0.1	99	0.7	-13	4	0.74	97	-5
C/C(N)=C(/C#N)C(=O)CSc1n[nH]c(-c2cccs2)n1	-7	19	-0.2	87	5.3	7	-5	1.2	102	-2
CCOc1ccc(OCCCCNC(C)(C)C)cc1	-9	1	-0.2	104	1.5	9	-1	0.96	101	-2
CCOC(=O)C1CCN(C(=O)CSc2c3c(nc4ccccc24)CCC3)CC1	6	0	-0.1	112	3.2	-6	11	1.1	89	-8
CCN(CC)c1ccc(CN2CCC(C(=O)NCc3ccc(C)cc3)CC2)cc1	10	6	-0.2	98	-1.2	-10	13	0.61	87	-1
COc1cc(NC(=O)Cc2nn(C)c(=O)c3ccccc23)cc(OC)c1OC	6	15	-0.1	90	3.4	-6	9	1	92	-5
O=C(CCCOc1ccc(Cl)cc1Cl)N/N=C\C1CCCCC1	-11	16	-0.1	93	3.4	11	5	1.3	95	-6
O=C1C2C3C=CC(C3)C2C(=O)N1c1ccc2c(c1)OCO2 (configuration not stated)	6	5	-0.3	98	1.8	-6	8	1.3	93	0
O=C(NCCC1=CCCCC1)c1coc(=O)c(Br)c1	-28	23	1.0	83	4.6	28	28	1.6	74	-5
O=C(CN(C(=O)CCC(=O)Nc1ccccn1)c1ccc2c(c1)OCO2)NCc1ccco1	-8	-4	0.2	108	0.5	8	-5	1.2	104	-6
CCOC(=O)N1CCN(C(=O)NC2CCCCC2)CC1	1	0	-0.1	104	1.4	-1	-1	1	101	1
O=c1[nH]n(-c2ccc(Cl)cc2)c2ncccc12	-3	16	-0.2	94	0.8	3	4	1	97	-2

Molecules above with two or more sulfur atoms:
SMILES	APP 5'UTR act	STAT3 blocker	Hsp70 activator	STAT3 act	RAM network inh	APP 5UTR inh	STAT1 blocker	NF-kB neuron act	STAT1 act	FLuc inhib CS
N#CCCN1CCN(S(=O)(=O)c2ccc(S(=O)(=O)N3CCCC3)cc2)CC1	-3	-4	0.1	103	2.0	3	7	1.1	91	-6
CN(C)S(=O)(=O)c1cccc(NC(=S)N2CCc3ccccc32)c1	4	12	-0.2	90	2.1	-4	15	1.2	86	-3
CN(Cc1cccs1)C(=O)CSc1nnnn1C	4	2	0.1	100	1.3	-4	7	1.2	94	-6
CC(C)(C)NNC(=S)Nc1ccc(S(=O)(=O)N2CCOCC2)cc1	3	-7	-0.3	106	0.2	-3	7	1.1	94	-6
CC1=CS(=O)(=O)CC1Sc1ncn[nH]1 (configuration not stated)	-10	-2	-0.3	104	1.5	10	-4	1	104	-5
CCn1c(-c2ccccc2SC)n[nH]c1=S	14	2	0.1	100	0.0	-14	1	1.3	98	4
COC(=O)c1ccc2nc(NC(=O)CSCC(=O)OCC(=O)c3ccccc3)sc2c1	70	-10	-0.4	106	3.8	-70	-10	0.88	111	8
C/C(N)=C(/C#N)C(=O)CSc1n[nH]c(-c2cccs2)n1	-7	19	-0.2	87	5.3	7	-5	1.2	102	-2
